T cell HTS: T cell immune modulation candidate. 2C CD8+ T cell-vesicle binding, flow cytometry; hits give low values. calls only at 7 µM. actives 0.068% (n = 330,000);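 active = response, share of CD8 T cells binding vesicles, and their 90th percentile fluorescence all below set limits, cut at about 80% in these data, passing the limit was not always enough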
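Test system: purified 2C TCR transgenic mouse naive CD8+ T cells. Probe or stimulus: QL9-peptide-loaded Drosophila micro-vesicles bearing Ld, ICAM-1 and B7-1. Incubation: binding step 1.5 h, 37 °C, antibody labelling 20 min, ice. Measured by: flow cytometry of vesicle-bound cells.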
UTI89 phage lysis: inhibition of K1F phage lysis, E. coli UTI89, bacterial capsule biogenesis inhibitors, alamar blue (AID 488966); E. coli UTI89 K1F phage lysis, alamar blue, 2 h; higher % means a stronger effect; one-dose inhibition, % at 100 µM; IC50 in µM for titrated hits; actives 0.02% (n = 340,000);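 active = phage lysis inhibition, versus mean bacterial control, above a set limit; inconclusive = no clear call, values can overlap the other calls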;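 also: capsule biogenesis inhibitors block K1F phage lysis so surviving cells raise fluorescence; higher fluorescence means more inhibition of phage lysis; actives were called in the ten point dose series up to 300 µM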
SV40 large T antigen: TAg ATPase/helicase activity blockers – biochemical (AID 1903); SV40 large T antigen ATPase/helicase inhibition assay; higher % means a stronger effect; one-dose inhibition, % at 20 µM; IC50 in µM for titrated hits; actives 0.39% (n = 310,000); in the data active = a potency from the dose series; inconclusive = inhibition mostly from about 32% at the one dose, without a potency; inactive = the rest, 99 in 100 with inhibition below about 32%; also: strong numbers were not always called active
NTR1 agonist: agonists of NTR1, primary screen, imaging, U2OS cells, beta-arrestin-GFP, high content (AID 493036); P30989; NTR1-U2OS beta-arrestin-GFP spot imaging, agonist mode; activation, % at 20 µM; actives 0.17% (n = 330,000);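 active = activation at or above 40% of the spot to cytoplasm intensity ratio, with at least 20 cells analyzed; inconclusive = wells under 20 cells, flagged as cytotoxic or low count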;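 also: 0% = DMSO without peptide and 100% = 100 nM NTR1 peptide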
Target sequence (P30989 whole entry, looked up): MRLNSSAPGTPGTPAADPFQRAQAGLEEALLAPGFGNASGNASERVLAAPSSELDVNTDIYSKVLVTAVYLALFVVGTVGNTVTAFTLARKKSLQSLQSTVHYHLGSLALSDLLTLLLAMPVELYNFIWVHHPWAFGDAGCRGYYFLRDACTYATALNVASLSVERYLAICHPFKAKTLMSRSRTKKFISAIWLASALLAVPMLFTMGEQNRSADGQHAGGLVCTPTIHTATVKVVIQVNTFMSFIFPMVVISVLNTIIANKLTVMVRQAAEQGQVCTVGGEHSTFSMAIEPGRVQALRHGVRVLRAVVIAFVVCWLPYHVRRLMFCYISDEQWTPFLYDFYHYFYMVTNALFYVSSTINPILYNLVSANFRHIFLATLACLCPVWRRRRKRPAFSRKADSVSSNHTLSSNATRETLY
TNAP activation fold: stimulation of alkaline phosphatase TNAP activity – biochemical, luminescent, no phosphate acceptor, uHTS, primary screen (AID 1001); purified TNAP, luminescent activation assay, no phosphate acceptor; higher activation fold means a stronger effect; activation fold at 20 µM; hits with a dose series show EC50 in µM; actives 0.03% (n = 200,000); in the data active = activation fold from about 3, or a potency from the dose series; inactive = the rest, 99 in 100 with activation fold below about 1.6; also: many of its hits are not listed in these tables
PhoP inhibition: PhoP-dependent GFP reporter repression – Salmonella Typhimurium, primary screen (AID 1863); S. Typhimurium PhoP-regulated promoter GFP reporter, 4 h; higher % means a stronger effect; inhibition, % at 50 µM, or IC50 in µM where a hit was titrated; actives 0.16% (n = 300,000);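 active = inhibition over 29.93%, a cutoff 3 SD above the screen mean, later confirmed by dose response; inconclusive = inhibition over 29.93% but no dose response follow-up; inactive = inhibition at most 29.93% or unconfirmed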;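 also: 0% = low Mg2+ inducing control and 100% = high Mg2+ repressing control; strong numbers were not always called active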
MgcRacGAP inhibition: MgcRacGAP GTPase-activating activity inhibitors, confirmation, biochemical, ADP Hunter fluorescence; MgcRacGAP-stimulated Rac1 GTP hydrolysis, ADP Hunter fluorescence; higher % means a stronger effect; GST-tagged Rac1 F28L mutant substrate; inhibition, % at 30 µM; hits with a dose series show IC50 in µM; actives 0.6% (n = 340,000); AID 624330;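 active = first-screen hits whose inhibition reached a set limit at any dose in the follow-up dose series; inconclusive = inhibition above the set first-screen limit but never retested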;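 also: fluorescence reports GDP produced by GAP-driven GTP hydrolysis; strong numbers were not always called active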
RSV CPE inhibition: inhibition of RSV-induced cytopathic effect – HEp-2 cells, primary 10 µM value included (AID 2391). actives 0.13% (n = 310,000). HEp-2 cells, RSV-induced CPE inhibition; higher % means a stronger effect. CPE inhibition, % at 10 µM; hits with a dose series show IC50 in µM; in the data active = a potency from the dose series; inconclusive = CPE inhibition mostly from about 23% at the one dose, without a potency; inactive = the rest, 99 in 100 with CPE inhibition below about 21%; also: strong numbers were not always called active
Myeloid diff MLP: promotes myeloid progenitor differentiation; ER-HoxA9 myeloid progenitors, lysozyme-GFP differentiation, flow cytometry; calls only at 10 µM; actives 1% (n = 360,000);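 active = normalized GFP-positive differentiation at or above the plate's own cutoff, the solvent-only control mean plus 3 SD; inconclusive = no clear call, values can overlap the other calls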;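 also: cells exposed to compound for four days before flow analysis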
T cell HTS vesicle-bound %: further read-out of T cell HTS, marked with its call; double positive events, %; measured here: CD8+ vesicle-bound cell fraction;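 binding gate set so that unloaded-vesicle control wells show 10% double positive cells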
NTR1 agonist cell count 20 µM: further read-out of NTR1 agonist, marked with its call; cell count; measured here: cell count, cytotoxicity flag
Myeloid diff MLP GFP+ MAC1+ %: also measured in Myeloid diff MLP; calls as there; GFP+ MAC1+ double positive, %; measured here: differentiation confirmed by MAC1 staining
* = called active by the depositor; i = inactive; ? = inconclusive; nt = no result given; [ ] = dose if it differs, or a comment.

SMILES	T cell HTS	T cell HTS vesicle-bound %	UTI89 phage lysis	SV40 large T antigen	NTR1 agonist	NTR1 agonist cell count 20 µM	TNAP activation fold	PhoP inhibition	MgcRacGAP inhibition	RSV CPE inhibition	Myeloid diff MLP	Myeloid diff MLP GFP+ MAC1+ %
CCOC(=O)c1c(C(=O)OCC)c(C)n(N2C(=O)CSC2=S)c1C	i	25	-0.7%	0%	2.4	34	1.1	0%	9%	0.4%	i	0.8
COc1cccc(S(=O)(=O)Nc2ccc(C(=O)Nc3ccncc3)cc2)c1	i	5	1.6%[50 µM]	0%	3.1	58	1.1	-3%	3%	15%	i	1.9
COc1ccc(C)cc1NC(=O)CN1CCCN(S(=O)(=O)c2ccc(Br)cc2)CC1	i	32	-0.1%	9%	0.6	54	nt	-5%	6%	?	i	2.1
COc1ccc(CNC(=O)C2CCCN2S(=O)(=O)c2ccccc2)cc1 (centres undefined)	i	14	1.6%	19%	1.8	44	1.1	-9%	7%	3.4%	i	1.5
CCCN(CC(=O)Nc1ccc(C)cc1Br)CC(=O)Nc1ccc(F)c(F)c1F	i	31	-0.3%	6%	4.0	73	1.4	2%	8%	?	i	1.0
CCC(NC(=O)c1cc(COc2cncc(Cl)c2)on1)c1ccc(C)cc1 (centres undefined)	i	33	0.0%	8%	2.6	57	nt	-8%	6%	12%	i	0.5
CN(C)c1cccc(C(=O)OCC(=O)N(Cc2ccccc2)C2CCS(=O)(=O)C2)c1 (centres undefined)	i	47	0.1%	2%	-2.2	61	1.1	5%	1%	2.1%	i	0.5
COc1ccc(CNS(=O)(=O)c2c(C(=O)N3CCCCC3)c(C)n(C)c2C)cc1	i	12	0.2%	5%	1.4	65	nt	-13%	10%	1.7%	i	2.5
CCCCCCOc1ccc(C(=O)NCCCn2ccnc2)cc1	i	16	0.6%	-3%	1.0	54	1	4%	3%	2.2%	i	0.2
Cc1cccc(C)c1OCc1n[nH]c(=S)n1N	i	30	0.1%	13%	0.0	33	1	-4%	4%	1.4%	i	0.3
O=C(Nc1ccc(O)c(C(=O)O)c1)c1cccc(NC(=O)c2ccco2)c1	i	61	-0.1%	27%	0.0	69	nt	0%	-5%	1.3%	i	0.9
CCOC(=O)C1(Cc2ccccc2)CCN(Cc2cnn(-c3ccccc3)c2)CC1	i	60	0.2%	9%	3.9	44	1.1	-5%	8%	-1.6%	i	0.5
CCn1c2ccccc2c2cc(NC(=O)COC(=O)c3ccccc3O)ccc21	i	56	-0.1%	4%	0.5	83	1.1	-3%	10%	4.9%	i	0.2
COCCn1c(=O)[nH]c2cc(C(=O)NCCN3CCN(c4cccc(Cl)c4)CC3)ccc2c1=O	i	7	0.9%	-5%	-0.9	87	1.1	5%	6%	1.4%	i	0.9
Cn1c(=O)n(C)c2cc(NC(=O)c3cccc([N+](=O)[O-])c3)c(Br)cc21	i	30	0.3%	7%	-0.3	57	1	3%	4%	-0.3%	i	0.4
O=C(O)c1ccc(C2SCC(=O)N2Cc2ccco2)cc1 (centres undefined)	i	32	0.0%	5%	0.0	63	1.1	-3%	3%	2.3%	i	0.4
Cn1c(SCc2ccc(Cl)cc2)nnc1C1CC1	i	66	0.6%	11%	0.5	44	1	1%	6%	-1.3%	i	0.5
CN1CCN(C(=O)C2=C[C@H](C(C)(C)C)C[C@H](OCCCCO)O2)CC1	i	12	1.1%	2%	-0.6	56	1	-4%	1%	-0.6%	i	1.8
CCCCc1c(C)nc(N2CCCC2)[nH]c1=O	i	26	-0.4%	11%	-0.8	48	nt	0%	18%	nt	i	0.4
CCN(CC)c1ccc(NC(=O)CCc2nnc3ccc(N4CCCCC4)nn23)c(C)c1	i	50	4.0%	nt	4.1	54	nt	nt	24%	1.3%	i	2.7
N#CCSc1nnc(Nc2ccccc2)s1	i	16	4.4%	6%	0.8	61	1	14%	-2%	1.2%	i	7.7
Cc1onc(-c2ccccc2)c1C(=O)N/N=C/c1ccc([N+](=O)[O-])c(O)c1	i	14	-0.4%[50 µM]	3%	0.4	73	nt	9%	9%	0.0%	i	0.6
O=C(CSc1nnc(-c2ccco2)o1)NCCc1ccccc1	i	35	0.1%[50 µM]	nt	-0.8	56	nt	nt	4%	-0.4%	i	0.5
CCc1ccc(NC(=S)NC2CC3CCC(C2)N3Cc2ccco2)cc1 (centres undefined)	i	13	0.0%	4%	-0.9	73	1	5%	7%	-0.9%	i	1.2
O=C(Cc1ccccc1)Nc1ccc(CN2CCOCC2)cc1	i	4	0.1%	-3%	-0.1	45	1	11%	3%	1.6%	i	5.0
O=C(COC(=O)c1ccncc1)Nc1cccc2ccccc12	i	47	0.2%	nt	0.5	60	nt	nt	7%	nt	i	1.1
CCOc1ccc(CNc2ncc(-c3ccccc3)n2C)cc1	i	13	0.5%	16%	-0.7	59	nt	-6%	?	-1.2%	i	0.2
O=S(=O)(c1cnc[nH]1)N1CCN(c2ccccc2)CC1	i	30	1.2%	5%	2.5	56	1.1	-1%	10%	1.4%	i	2.1
COc1cccc(C(=O)Nc2cc([N+](=O)[O-])ccc2N2CCN(C)CC2)c1	i	56	4.0%	1%	-0.3	71	1.1	-1%	-1%	0.1%	i	1.7
Cc1nc(SCC(=O)Nc2ccc(CN3CCCC3)cc2)c2c(C)c(C)sc2n1	i	35	0.6%[50 µM]	nt	6.8	55	nt	nt	7%	-1.3%	i	0.6
CC(C)(C)C(=O)O/N=C(\N)COc1cccc(Cl)c1	i	27	1.1%	6%	2.2	44	nt	2%	7%	-2.4%	i	1.0
CCc1cccc(CC)c1NC(=O)COC(=O)CCc1cc(OC)c(OC)c(OC)c1	i	42	4.7%	11%	1.9	80	1	-10%	-2%	0.3%	i	0.3
CC(NC(=O)CN1CCN(c2cccc(Cl)c2)CC1)c1ccccc1 (centres undefined)	i	11	0.1%	8%	0.1	51	nt	-8%	-2%	3.4%	i	0.5
CCSc1ccccc1C(=O)N1CCCC1	i	40	5.9%	1%	0.9	66	1	5%	0%	0.7%	i	0.6
O=C(CSCc1ccc(F)cc1)Nc1nc2c(s1)CCCC2	i	40	0.3%	7%	0.8	46	1.1	5%	1%	2.2%	i	1.1
C=CCNC(=O)C1CC(=O)N(c2ccc(OCC(=O)Nc3ccc(C)cc3)cc2)C1 (centres undefined)	i	34	2.5%	9%	-0.7	65	1	0%	9%	-0.7%	i	0.9
COc1cccc(N=CC2=C(O)CCCC2=O)c1	i	40	-0.2%	27%	0.2	42	1.1	-1%	9%	-0.7%	i	0.2
Cc1ccc(C(C(=O)NC2CCCC2)N(C(=O)c2csnn2)c2cccc(F)c2)o1 (centres undefined)	i	23	-0.3%	14%	0.6	36	nt	-2%	9%	0.7%	i	0.4
COc1ccc(NC(=O)/C=C/C(=O)O)c(OC)c1	i	18	0.8%	14%	-0.1	74	nt	-1%	?	0.1%	i	1.0
CSc1cccc(NC(=O)c2sc3nc4n(c(=O)c3c2C)CCC4)c1	i	35	-0.1%	7%	1.8	48	nt	-12%	13%	9.1%	i	4.2
c1csc(-c2nnc(COc3ncnc4sccc34)o2)c1	i	29	0.2%	15%	-2.0	45	nt	0%	1%	3.4%	i	0.5
CCC1=NN2C(=N)/C(=C\c3cccn3-c3ccc(C)cc3C)C(=O)N=C2S1	i	53	-0.3%	-1%	-0.5	94	1	3%	-26%	16%	i	0.1
Cc1ccc([N+](=O)[O-])cc1NC(=O)CSc1nnc(C)n1CC1CCCO1 (centres undefined)	i	35	0.1%	3%	1.7	50	nt	0%	7%	1.6%	i	0.8
Cc1cc(C(=O)O[C@H]2[C@H](C)NS(=O)(=O)[C@H]3C[C@@H]4C=C[C@]23O4)cc([N+](=O)[O-])c1	i	41	0.5%	nt	0.7	63	nt	nt	6%	0.0%	i	1.5
Cc1cc(NC(=O)CCCC(=O)OCC(F)(F)C(F)F)cc(C)c1C(=O)O	i	41	-0.7%	5%	0.6	83	1	-2%	-1%	1.3%	i	0.8
O=C(Nc1cccc(-c2cccc(F)c2)c1)C1CCN(CC2CCOC2)CC1 (centres undefined)	i	28	3.4%[50 µM]	17%	-0.8	53	nt	-2%	0%	-1.2%	?	nt
O=C(O)c1ccc(-c2ccccc2)[nH]1	i	45	1.1%	2%	14	97	1	-39%	8%	2.9%	i	2.2
COC(=O)c1c(C(=O)OC)c(-c2ccc(OC)cc2)n2c1CS(=O)C2 (centres undefined)	i	37	0.3%	11%	1.5	76	nt	-11%	7%	-0.1%	i	1.7
Cc1nc2ccccc2c(=O)n1/N=C/c1ccc(O)cc1	i	20	3.9%	16%	0.7	62	1	9%	1%	0.1%	i	7.1
C=CCC[C@H](Cc1ccc(F)cc1)C(=O)OC[C@H](C)NC(=O)[C@H](CC=C)CC(=O)N(CCO)Cc1ccccc1	i	9	-3.5%	nt	3.6	54	nt	nt	4%	nt	i	0.9
Cc1ccc(OCc2nc(-c3ccccn3)no2)cc1	i	21	0.0%	-1%	-0.7	38	1.1	13%	-3%	2.3%	i	0.1
C#CCOC(=O)C(NC(=O)c1ccccc1)=C1CCCCC1	i	56	0.1%	2%	-0.5	56	1.1	-1%	7%	0.0%	i	0.4
COc1ccc(CCNC(=O)Cn2nnc(-c3ccccc3F)n2)cc1OC	i	4	7.7%	-4%	-1.0	45	1.1	10%	-1%	0.8%	i	2.2
O=C1C(NS(=O)(=O)c2ccc(Cl)cc2)=C(N2CCCCC2)C(=O)c2ccccc21	i	44	-3.7%	10%	-1.1	37	0.8	19%	2%	7.0%	i	0.6
CSc1ccc(NC(=O)NCCCN2CCN(c3ccccc3F)CC2)cc1	i	42	1.1%[50 µM]	9%	0.1	68	1	-9%	8%	-0.2%	i	0.8

Bioassay records from PubChem BioAssay.
